# Screening results deposited in PubChem BioAssay by Sanford-Burnham Center for Chemical Genomics.
# CCR6 antagonist = antagonists of human CCR6 receptor; 0.49% of 340,000 active; CHO-K1 CCR6 PathHunter beta-arrestin, luminescence, CCL20-stimulated; P51684; inhibition, % at 20 µM; AID 493098;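 active = compounds whose inhibition of the agonist-driven luminescence signal at 20 µM reaches about 50%, limit read from the data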;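 note: cells stimulated with CCL20 at 14 nM final; plate controls were DMSO with CCL20 for no effect and DMSO without agonist for full effect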
# CHOP UPR activ = apoptotic UPR (CHOP) activation; CHO-CHOP luciferase reporter, luminescence; percent of tunicamycin response over DMSO baseline; activation, % at 10 µM; 0.34% of 330,000 active;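 active = at 10 µM dose, activation of 40% or more, normalized to positive control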;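 note: 100% = tunicamycin at 10 µg/mL and 0% = DMSO alone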
#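 Evaluation: % reporter activation, DMSO baseline versus tunicamycin full activation; System: CHO-CHOP luciferase reporter cell line; Input: 500 cells/well; Incubation: 6 h compound treatment, 37 °C; Measured by: Steady-Glo luciferase luminescence; Dosing: one dose, 10 µM in 0.5% DMSO; Buffer or medium: F12 medium, 10% FBS; Benchmarks: positive tunicamycin 10 µg/mL, negative DMSO alone.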
# XBP1 UPR activ = adaptive UPR (XBP1) activation. CHO-XBP1 luciferase reporter, IRE1-XBP1 UPR activation, luminescence; percent of tunicamycin response, DMSO as zero. AID 463104. activation, % at 20 µM. 0.33% of 330,000 active;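 active = versus positive control, 20 µM dose yields 30% or more activation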;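 note: 100% = tunicamycin at 10 µg/mL and 0% = DMSO only wells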
#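 Material: IRE1-XBP1 luciferase reporter CHO line / Quantity: one thousand reporter cells per well / Buffer or medium: F12 with 10% serum / Compound: 20 µM single concentration, DMSO 1% / Times: 6 h treatment, 37 °C / Detection: Steady-Glo luciferase glow luminescence, 10 min after reagent addition / Benchmarks: tunicamycin high, DMSO low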
# tim23-1 inh = tim23-1 yeast growth inhibition | inhibition, % at 20 µM | 1.3% of 330,000 active | S. cerevisiae tim23-1 growth, BacTiter-Glo luminescence, 24 h;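 active = growth inhibition of the mutant yeast at or above 50%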;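 note: temperature-sensitive mutant grown at 25 °C; plate controls were DMSO-treated mutant yeast for no effect and medium wells lacking yeast for full effect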
# CXCR6 block = CXCR6 (human) receptor inhibition; O00574; CHO-K1 PathHunter CXCR6 beta-arrestin, luminescence; inhibition, % at 20 µM; 0.36% of 360,000 active; in the data active = inhibition above about 34%, passing the limit was not always enough;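 note: antagonist mode with CXCL16 agonist at 10 nM final; 0% = 10 nM CXCL16 with DMSO and 100% = unstimulated wells without agonist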
# Target sequence (O00574 whole entry, looked up): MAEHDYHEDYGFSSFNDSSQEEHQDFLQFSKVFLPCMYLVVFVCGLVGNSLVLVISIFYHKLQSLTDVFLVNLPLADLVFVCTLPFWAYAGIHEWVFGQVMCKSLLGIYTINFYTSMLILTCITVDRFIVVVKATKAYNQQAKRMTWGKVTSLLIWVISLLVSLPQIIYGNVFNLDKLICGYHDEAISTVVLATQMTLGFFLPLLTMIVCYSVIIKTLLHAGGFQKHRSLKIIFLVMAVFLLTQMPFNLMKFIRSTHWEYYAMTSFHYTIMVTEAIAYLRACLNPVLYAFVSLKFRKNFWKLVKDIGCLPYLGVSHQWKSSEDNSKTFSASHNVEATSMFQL
# APJ antag = APJ receptor antagonism | P35414 | inhibition, % at 20 µM | 0.32% of 330,000 active | AID 2521 | CHO-K1 APJ beta-arrestin complementation, luminescence;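 active = inhibition above about 40% at 20 µM, limit read from the data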;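 note: cells challenged with 10 nM apelin-13 agonist together with compound; plate controls were apelin-13 plus DMSO wells for no effect and DMSO wells lacking apelin-13 for full effect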
# Target sequence (P35414 whole entry, looked up): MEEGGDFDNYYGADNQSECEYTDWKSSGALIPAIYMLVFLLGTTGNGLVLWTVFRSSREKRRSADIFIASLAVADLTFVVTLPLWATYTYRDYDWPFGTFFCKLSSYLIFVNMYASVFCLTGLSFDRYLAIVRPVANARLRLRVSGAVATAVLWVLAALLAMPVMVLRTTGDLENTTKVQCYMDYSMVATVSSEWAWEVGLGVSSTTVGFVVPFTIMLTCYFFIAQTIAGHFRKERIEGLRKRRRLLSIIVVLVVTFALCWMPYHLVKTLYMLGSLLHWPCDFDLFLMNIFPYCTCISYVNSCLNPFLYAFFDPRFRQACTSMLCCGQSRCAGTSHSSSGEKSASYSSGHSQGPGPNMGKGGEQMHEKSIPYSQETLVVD
# EBI2 antag = EBI2 (human) antagonism; EBI2 beta-arrestin recruitment, luminescence, 7a,25-OHC stimulated; inhibition, % at 5 µM; 0.81% of 360,000 active; in the data active = inhibition above about 38%;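 note: enzyme fragment complementation signal reports receptor beta-arrestin coupling in cells; 0% = agonist plus DMSO wells and 100% = wells without agonist; some results beyond the cut were filed as inactive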
# Target sequence (P32249 whole entry, looked up, the tested form may be a part): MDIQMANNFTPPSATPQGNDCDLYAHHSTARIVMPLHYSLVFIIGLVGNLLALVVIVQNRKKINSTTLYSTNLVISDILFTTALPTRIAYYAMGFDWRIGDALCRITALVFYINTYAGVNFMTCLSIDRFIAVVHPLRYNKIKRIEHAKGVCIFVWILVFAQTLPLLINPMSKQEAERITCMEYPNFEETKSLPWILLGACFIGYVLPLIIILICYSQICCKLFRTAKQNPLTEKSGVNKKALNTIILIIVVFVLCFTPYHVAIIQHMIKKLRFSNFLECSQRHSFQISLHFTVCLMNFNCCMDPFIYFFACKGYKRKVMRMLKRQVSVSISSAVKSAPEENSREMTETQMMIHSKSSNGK
# APJ agonist = APJ receptor agonism | AID 2520 | 0.11% of 330,000 active | activation, % at 20 µM | CHO-K1 APJ PathHunter beta-arrestin, luminescence; 0% DMSO wells, 100% apelin;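 active = activation more than six SD over the plate average, tested at 20 µM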;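 note: 0% = DMSO alone and 100% = apelin-13 at 10 nM; some results filed as inactive read as strong as hits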
#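 Assay system: engineered CHO-K1 APJ arrestin reporter cells; Amount: 1000 CHO-K1 reporter cells seeded per well; Dosing: one dose, 20 µM compound, 1% DMSO; Times: compound stimulation 90 min at 25 °C, detection 60 min; Measured by: luminescent beta-gal fragment complementation, chemiluminescent substrate; Read-out: APJ–arrestin association signal; Controls: DMSO vs Apelin-13 10 nM.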
# Mdm2 MdmX PPI = disrupts the human Mdm2-MdmX interaction | inhibition, % at 8 µM | SaOS-2 split-luciferase Mdm2/MdmX complementation, luminescence | 3% of 330,000 active | AID 485346;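 active = inhibition of at least 50% at 8 µM in the primary screen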
# * marks the source's active call; other numbers are inactive results; x = not tested or not shown.
Structure,CCR6 antagonist,CHOP UPR activ,XBP1 UPR activ,tim23-1 inh,CXCR6 block,APJ antag,EBI2 antag,APJ agonist,Mdm2 MdmX PPI
CC(C)(C)n1nc2c(c1NC(=O)c1cc([N+](=O)[O-])ccc1Cl)CS(=O)(=O)C2,-14.2,-0.7,-1.8,4.9,-7.3,2.5,-7.0,6.6,10.3
Cc1cccc(C)c1NC(=O)COC(=O)/C=C/c1ccc(S(=O)(=O)N2CCOCC2)cc1,0.4,-0.1,-1.0,-0.6,-1.3,-2.0,-5.9,0.8,3.9
O=C(NCCN=C1NS(=O)(=O)c2ccccc21)c1ccc(S(=O)(=O)N2CCOCC2)cc1,10.5,-0.6,-3.1,2.8,7.0,1.1,-19.6,-2.1,17.2
COc1ccc2c(C)cc3n[nH]c(=S)n3c2c1,-6.8,-1.7,-2.8,36.7,0.2,-25.6,-11.3,-1.4,1.8
CC(C)(C)OC(=O)[C@H](Cc1ccccc1)NC(=O)c1nc[nH]c1C(=O)N[C@@H](Cc1ccccc1)C(=O)OC(C)(C)C,10.8,2.1,18.5,12.4,1.4,28.3,-19.2,-7.2,85.6*
N#C/C(=C\C=C\c1ccccc1[N+](=O)[O-])C(=O)NC1CCCCC1,0.3,7.0,3.1,29.9,7.6,-23.0,8.2,-3.0,98.7*
Cn1cccc1/C=N/NC(=O)c1ccc(OC(F)(F)C(F)F)cc1,3.0,2.8,2.3,8.2,0.7,-16.6,24.7,0.4,-0.7
Cc1cc(C)n(CC(=O)N2c3ccccc3Sc3ccc(C(F)(F)F)cc32)n1,13.4,-1.7,-0.8,40.4,18.8,3.6,14.0,-2.3,-15.7
COc1ccc(NC(=O)C(=O)NCCC2=CCCCC2)c(OC)c1,-13.2,1.5,3.0,4.6,14.9,-1.6,-5.1,-4.4,23.7
O=C(NC1CCN(Cc2ccccc2)C1)c1cc(COc2ccc(F)cc2F)on1 (configuration not stated),9.6,-3.2,-3.4,17.9,1.8,-1.9,-7.6,-1.1,11.0
O=C(Cn1nc(-c2ccccc2F)ccc1=O)NCc1ccc2c(c1)OCO2,-9.9,-2.1,-2.0,4.7,-6.6,-4.0,-4.3,-3.3,10.7
COc1ccc(N2CCN(C(=O)c3ccc(NS(=O)(=O)c4ccc(F)c(F)c4)cc3)CC2)cc1,-2.7,1.7,0.5,14.4,10.9,18.9,-1.1,-0.5,15.5
O=C(NCc1cccnc1)c1cccnc1Sc1ccc(Cl)cc1,-7.3,0.0,-0.4,5.6,-7.0,2.9,-10.4,-3.1,9.5
CCn1c(O)c(N=NC(=O)c2cccnc2)c2cc(Br)ccc21,24.3,0.1,3.1,-7.1,10.7,22.4,3.7,-3.6,35.9
Cc1cc(C)nc(N2CCN(C(=O)CCC(=O)Nc3nnc(C(C)C)s3)CC2)n1,5.7,0.8,-3.8,-2.7,-1.0,20.2,3.1,-5.1,22.9
COc1cc(NC(=O)c2ccccc2)cc(OC)c1,6.8,2.5,2.6,43.2,4.4,-32.6,2.9,12.8,-26.1
CCN(Cc1ccncc1)C(=O)CSc1ccc2ccccc2c1,8.6,-0.8,1.1,22.9,-0.1,-0.9,3.0,-0.9,-5.4
O=C(Nc1nccs1)c1ccc([N+](=O)[O-])cc1,7.9,3.0,1.6,2.8,3.2,-10.0,-1.2,-1.3,13.9
CN(C(=O)c1ccc2c(Cl)c3c(nc2c1)CCC3)c1ccccc1,35.8,8.1,5.3,48.0,3.4,18.1,8.0,-2.4,-0.5
O=C1CCCN1CCCNS(=O)(=O)c1ccccc1,-6.8,-0.2,-0.8,11.5,7.4,-1.8,6.5,6.9,-1.9
Cn1c(=O)c2c(ncn2CC(=O)OCC(=O)NCc2ccccc2Cl)n(C)c1=O,8.7,-0.5,-1.0,-14.1,-3.7,2.8,-10.1,-1.9,-4.0
CCOCCCNC(=O)c1c[nH]c2cc(C)ccc2c1=O,-6.6,-1.0,1.0,10.9,0.6,2.0,-1.5,9.8,7.4
Cc1ccc(CN2[C@@H](CC(C)C)COCCS2(=O)=O)cc1,8.7,0.4,6.6,29.7,2.3,-49.3,-9.2,-4.7,17.0
Cc1cccc(-n2nnnc2SCC(=O)NCCN2C(=O)CSC2=O)c1,3.6,-2.6,-3.8,-1.6,-2.9,13.3,-1.1,0.0,-9.2
COc1ccc(-c2oc3ccc(-c4cc(OC)c(OC)c(OC)c4)cc3c2-c2ccc(OC)cc2)cc1,-9.4,-0.4,-1.4,10.5,x,-7.6,x,8.0,13.8
Cc1ccc(NC(=O)c2sc3ncn(CC(=O)N4CCOCC4)c(=O)c3c2C)c(Br)c1,7.1,-0.5,-4.5,-17.3,5.7,23.8,4.6,-7.3,18.9
Cc1cccc(C)c1NC(=O)COC(=O)CNC(=O)C1CCCCC1,5.3,-1.4,2.2,2.6,1.2,-7.5,-3.6,-3.6,9.2
COc1ccc(NC(=O)c2sc3nc(N4CCCC4)c4c(c3c2N)CC(C)(C)OC4)cc1,1.0,2.5,3.0,20.7,2.6,14.8,6.8,-0.3,-14.7
CCOC(=O)N1CCC(NS(=O)(=O)c2ccc(NC(C)=O)c(Cl)c2)CC1,11.5,0.2,-0.2,-6.9,6.6,2.2,-3.9,1.0,11.7
CCN(CC)CCC(c1ccc(OC)cc1)c1c(O)cc(OC)cc1OC (configuration not stated),6.0,2.0,-0.2,-4.9,-2.4,8.0,-12.7,9.9,0.0
CC(Cc1cccs1)NC(=S)Nc1ccc(Cl)cc1 (configuration not stated),2.2,1.7,-0.1,-5.6,-8.7,-13.3,-7.7,1.4,1.6
CN=C(Nc1cccc(S(=O)(=O)N2CCOCC2)c1)c1ccccc1,7.5,1.8,-3.3,-7.8,4.3,-0.2,-11.3,-1.5,5.8
Cc1nn2c3ccccc3nc2c2ccccc12,-18.7,1.3,4.1,31.3,2.4,2.4,14.6,-4.8,12.1
Cc1onc(-c2ccccc2)c1C(=O)N1CCN(S(=O)(=O)c2ccccc2Br)CC1,8.5,2.1,-3.5,1.8,0.7,-6.5,-5.7,1.0,22.4
CN(C)S(=O)(=O)c1cccc(NC(=S)N/N=C/c2ccco2)c1,22.6,13.6,4.5,30.6,7.1,-16.4,-14.2,4.5,-20.3
CCOc1ccc(NS(=O)(=O)c2ccc(OC)c(C)c2)cc1,0.4,-1.1,0.2,29.3,-8.9,-8.6,0.0,1.9,-28.0
S=c1[nH]ccn1CCc1ccccc1,2.4,-0.3,-4.1,8.8,-6.2,-2.3,-10.1,-1.7,-29.4
CC1(C)CC2CC(C)(CN2c2ncnc3ccccc23)C1 (configuration not stated),6.0,0.3,-1.0,28.8,-2.4,-12.4,-18.0,-1.8,17.4
CC(C)c1csc(CN2CCC(N3CCC(C(=O)NCC4CCCO4)CC3)CC2)n1 (configuration not stated),12.2,-1.4,-1.9,-2.2,2.2,-2.3,2.2,-3.2,12.8
CCOC(=O)C(NC(C)=O)(Nc1cccc(F)c1)C(F)(F)F (configuration not stated),-14.1,-0.8,-2.4,-4.3,5.5,-21.5,-4.1,1.5,-26.2
CS(=O)(=O)N(CC(=O)Nc1ccc2c(c1)OCCO2)c1ccc2c(c1)OCO2,2.2,1.2,-1.1,12.9,3.3,4.8,7.4,-1.8,22.4
COc1ccc(-c2nnc3n2CCCCC3)cc1OC,5.0,1.8,-0.2,-5.5,14.3,3.0,0.0,-0.5,12.8
O=S(=O)(c1ccc(Br)s1)N1CCN(CCc2ccccc2)CC1,3.5,-0.3,-1.8,32.0,-5.4,-3.0,11.0,0.3,-3.0
C(=C\c1ccccc1)/CN1CCN(c2ncnc3c2oc2ccccc23)CC1,-2.5,2.0,-0.1,30.0,-7.6,-24.1,9.8,-3.1,-1.1
CC(NC(=S)Nc1ccccc1OC(F)F)C(C)(C)C (configuration not stated),5.9,-1.1,0.1,22.0,-1.9,-12.3,-27.5,-2.0,-3.7
COc1cc(S(=O)(=O)N2CCN(c3ccc(F)cc3)CC2)ccc1Cl,-5.1,0.6,-0.5,15.5,-3.5,0.8,4.7,3.6,-15.9
CCOc1ccc(C(C)=O)cc1COC(=O)c1cccnc1SC,7.3,-0.6,-1.0,-8.6,1.6,-2.3,12.3,-5.3,4.2
COc1cc2c(cc1NC(=O)c1cccnc1)oc1ccccc12,11.9,6.0,0.1,21.9,7.4,-14.7,15.7,-2.7,-10.3
CC(C)c1ccc(NC(=O)C2CCN(S(=O)(=O)c3ccc4c(c3)C(C)(C)C(=O)N4C)CC2)cc1,3.9,3.6,-4.9,10.6,6.0,-14.9,10.5,-5.3,4.2
N#C/C(=C\c1cccc(Oc2ccccc2)c1)C(=O)N1CCOCC1,6.6,0.2,1.5,80.1*,-5.1,-2.8,18.8,6.2,4.1
Cc1ccc(CC(=O)Nc2ccc(S(=O)(=O)Nc3ncccn3)cc2)cc1,-2.7,-0.2,-1.6,11.0,26.6,14.2,0.0,-3.5,16.1
O=c1c2ccccc2nc(SCc2cc(F)ccc2F)n1C1CCCC1,16.9,0.4,-0.6,12.4,3.5,-4.7,-6.2,-6.1,-1.7
COc1ccccc1C(=O)NC1CCN(C(=S)NCCc2ccccc2)CC1,2.6,0.9,-1.8,8.9,-9.0,-5.6,13.0,-1.4,-13.8
CC(C)C[C@H](NC(=O)c1nc[nH]c1C(=O)NCc1ccc(CNC(=O)OC(C)(C)C)cc1)C(=O)OC(C)(C)C,9.9,0.3,-3.1,8.1,0.2,-1.1,1.6,-3.5,32.4
COc1ccc(CN(C)c2ccc(S(=O)(=O)N3CCN(C)CC3)cc2[N+](=O)[O-])cc1OC,11.0,4.7,-1.5,7.1,-5.3,5.7,-6.0,-1.6,8.7
O=C(N/N=C/c1coc2ccccc2c1=O)c1ccc(Cl)cc1,-6.6,1.6,-6.2,53.8*,-11.2,7.4,-1.6,14.5,19.6
Cc1nc(-c2ccc(F)cc2)c(CC(=O)N(C)CC(=O)Nc2ccc(F)cc2)s1,9.2,-0.4,-0.9,27.0,-8.2,13.3,7.3,-1.7,14.7
COc1ccc(/C=N/Nc2nc3ccccc3c(=O)n2-c2ccccc2)cc1OC,-4.9,5.5,4.7,22.0,-6.6,15.9,0.8,-0.1,6.4
O=C(NC(=S)NNC(=O)c1ccccc1O)c1ccccc1,10.3,3.1,-0.9,61.5*,11.5,18.1,6.3,-3.5,18.3
Cc1ccc(NC2CC(=O)N(c3ccc(C)cc3)C2=O)cc1 (configuration not stated),2.9,6.4,2.9,-4.0,0.9,11.3,-10.1,-14.4,28.2
CN(C)c1nc(C(F)(F)F)cc(=O)[nH]1,8.1,-0.6,-0.8,3.3,-0.6,-14.7,1.1,-0.6,7.0

# An excerpt; rates above refer to the full screens.
